Gal4-VP16 FLuc = counter-screen for ROR gamma inhibitors: Gal4-VP16 reporter; Drosophila S2 Gal4-VP16 UAS-luciferase, luminescence, 20 h; Potency, µM (doses to about 53.6 µM), for the others: at the top dose activity, negative = inhibition, actives largely listed as inhibitors; hit rate 3.5% among 310,000; AID 2546;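 note: Gal4-VP16 expression switched on by copper sulfate through the metallothionein promoter; % is set by controls: 0 for no effect and ±100 for the full control effect; nearly all actives have a fitted effect of over 50% in size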
uPA generation = inhibitors of cell surface uPA generation; Potency, µM (titrated, usually from 38.3 µM), for the others: at the highest dose activity change, negative = inhibition, hits mostly inhibitors; hit rate 0.31% among 330,000; cell surface uPA generation assay, qHTS; AID 540303; active = well fitted inhibition curve with a large enough effect; inconclusive = small, poorly fitted or top-dose-only effect; inactive = no such curve, though single readings can be large or run the other way; tested in mouse RAW 264.7 cells; note: % is set by controls: 0 for no effect and ±100 for the full control effect; nearly all actives have a fitted effect of over 55% in size
Rab9 promoter act = Rab9 promoter activation | Huh7 Rab9 promoter-luciferase reporter, luminescence, 24 h | Potency, µM (top dose mostly 9.22 µM), inactives show at the highest dose activation, negative = inhibition, most hits filed as activators | hit rate 2.8% among 320,000 | AID 485297; note: % of control where 0% means no effect; nearly all actives have a fitted effect of over 60% in size
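Using Huh7 cells stably transfected with Rab9 promoter–luciferase, compounds were incubated 24 h at 37 °C, 5% CO2; luciferase luminescence was read 10 min after reagent addition.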
p53 reactivator = mutant p53 re-activation in reporter cells; H1299 p53-A138V BP100-luciferase reporter, luminescence, 24 h; hit rate 0.063% among 320,000; Potency, µM (titrated, usually from 92.2 µM), for the others: top-dose activity change, positive = activation, actives largely listed as activators; note: % of control where 0% means no effect; nearly all actives have a fitted effect of over 45% in size
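H1299 (p53-null), stable ts p53-A138V + BP100-Luc; 1000 cells/well, Opti-MEM/10% FBS; cpd 4 pt, 1:5; 24 h, 37 deg C, 5% CO2; detection reagent 10 min RT; luminescence.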
NPC1 prom act = NPC1 promoter activation | Huh7 NPC1 promoter luciferase reporter, 24 h | Potency, µM (series often up to 9.22 µM), for inactives: top-dose activation, usual class: activators | hit rate 2.4% among 320,000;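 note: % of control where 0% means no effect; nearly all actives have a fitted effect of over 60% in size; reporter is driven by a mutant NPC1 promoter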
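Luminescence read-out of NPC1 promoter-driven luciferase in stably transfected Huh7 cells; compounds delivered in DMSO and left 24 h at 37C, 5% CO2, qHTS titration format.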
MLL CXXC-DNA inh = blocks binding of human MLL CXXC domain to DNA; Potency, µM (titrated, usually from 115 µM), inactives show at the highest dose activity change, negative = inhibition, usual class: inhibitors; hit rate 0.037% among 290,000; MLL-CXXC / FITC-HOXA9 DNA fluorescence polarization; active = well fitted inhibition curve with a large enough effect in the polarisation, with a control signal flat, not every such curve was filed as active; inconclusive = small, poorly fitted or top-dose-only effect, or effect the other way, or a change in a side signal; inactive = no such curve, though single readings can be large or run the other way; the % refers to the polarisation
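Purified MLL-CXXC (added from a 7 uM solution) was preincubated 5 min at ambient with pinned compounds in 50 mM Tris-HCl pH 7.5, 50 mM NaCl, 1 mM DTT, 0.05% BSA. Fluorescein-labeled HOX-A9 DNA (50 nM solution) followed, 30 min, then polarization read.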
RORgamma inh = inhibitors of mouse ROR gamma transcriptional activity | hit rate 5.4% among 310,000 | Potency, µM (series often up to 53.6 µM), inactives show top-dose activity change, negative = inhibition, most hits filed as inhibitors | Drosophila S2 Gal4-RORgamma UAS-luciferase reporter, 20 h | P51450 | AID 2551; note: % is set by controls: 0 for no effect and ±100 for the full control effect; nearly all actives have a fitted effect of over 60% in size
Target sequence (P51450 whole entry, looked up, the tested form may be a part): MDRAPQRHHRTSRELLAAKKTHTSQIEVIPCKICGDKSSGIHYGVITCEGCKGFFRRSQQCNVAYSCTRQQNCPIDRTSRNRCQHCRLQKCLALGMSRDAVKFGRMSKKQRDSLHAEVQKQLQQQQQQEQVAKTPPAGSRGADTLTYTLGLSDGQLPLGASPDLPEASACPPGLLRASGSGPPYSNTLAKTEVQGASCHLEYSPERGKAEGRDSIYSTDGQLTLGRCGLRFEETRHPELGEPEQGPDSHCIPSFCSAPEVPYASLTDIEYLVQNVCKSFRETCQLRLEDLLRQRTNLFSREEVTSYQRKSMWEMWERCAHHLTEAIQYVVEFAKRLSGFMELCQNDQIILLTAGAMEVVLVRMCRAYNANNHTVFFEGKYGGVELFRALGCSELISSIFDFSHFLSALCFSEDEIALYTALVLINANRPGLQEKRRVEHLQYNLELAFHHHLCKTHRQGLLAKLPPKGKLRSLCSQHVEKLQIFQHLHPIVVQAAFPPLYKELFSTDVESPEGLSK
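A Gal4/UAS one-hybrid system in insect cells: metallothionein-promoter Gal4–ROR gamma fusion plus Photinus luciferase reporter. Copper sulfate 700 uM final, 20 hr ambient incubation, luminescent detection after 10 min with reagent.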
ELG1 genotox = genotoxicity induction in ELG1-luciferase HEK293T cells; HEK293T ELG1-luciferase reporter, luminescence, 16 h; hit rate 1.3% among 330,000; Potency, µM (top dose mostly 46 µM), for inactives: top-dose activity change, positive = activation, hits mostly activators; note: % of control where 0% means no effect; nearly all actives have a fitted effect of over 60% in size
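16 hr compound incubation (37 °C, 5% CO2) of HEK293T cells carrying luciferase-tagged ELG1; luciferase then measured by ONE-Glo luminescence after 30 min at RT.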
BRCA1 expr up = activators of BRCA1 expression | MCF7-BRCA1-FFLuc reporter, luminescence, 48 h; response scale: scaled: vehicle 0%, 10 µM genistein 100% | Potency, µM (highest dose often 46.1 µM), inactives show top-dose activation, most hits filed as activators | hit rate 1.1% among 380,000; note: nearly all actives have a fitted effect of over 80% in size; some results filed as inactive show a strong effect at the top dose
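MCF7-BRCA1-FFLuc cells, 2000/well in phenol-red-free MEM, attached 2 h then treated 48 h at 37 C. Luciferase luminescence read 15 min after reagent; normalized to genistein maximum activation (10microM) and DMSO, concentration-response fitted.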
FLuc counter = counter-screen for miR-21 project: firefly luciferase inhibitors or activators; AID 588342; P08659; hit rate 6.9% among 360,000; Potency, µM (series often up to 57.5 µM), for inactives: at the highest dose activity change, negative = inhibition, usual class: inhibitors; purified FLuc, Km substrates, luminescence inhibition;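 note: plate controls were vehicle for no effect and reference inhibitor for full effect; nearly all actives have a fitted effect of over 55% in size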
Target sequence (P08659 whole entry, looked up): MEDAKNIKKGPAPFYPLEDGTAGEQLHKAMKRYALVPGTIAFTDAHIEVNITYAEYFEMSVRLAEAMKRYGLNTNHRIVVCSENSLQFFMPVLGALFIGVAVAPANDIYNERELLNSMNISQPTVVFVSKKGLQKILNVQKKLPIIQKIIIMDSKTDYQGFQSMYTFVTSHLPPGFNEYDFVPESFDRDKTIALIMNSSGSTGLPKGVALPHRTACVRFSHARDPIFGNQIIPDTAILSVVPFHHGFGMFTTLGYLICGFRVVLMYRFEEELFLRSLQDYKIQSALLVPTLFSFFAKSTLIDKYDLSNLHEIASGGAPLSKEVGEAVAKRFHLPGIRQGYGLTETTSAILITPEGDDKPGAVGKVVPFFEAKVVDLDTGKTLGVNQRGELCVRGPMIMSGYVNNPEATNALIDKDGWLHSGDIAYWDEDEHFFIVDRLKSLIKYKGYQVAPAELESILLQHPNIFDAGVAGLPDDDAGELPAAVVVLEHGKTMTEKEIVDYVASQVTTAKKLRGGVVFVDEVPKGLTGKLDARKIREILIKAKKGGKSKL
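Purified P. pyralis luciferase (10nM final) with 10uM D-luciferin and 10uM ATP (Km levels) in 50mM Tris acetate pH 7.5, 10mM Mg acetate, 0.01% Tween-20, 0.05% BSA; qHTS 6-point titration, ~60 µM downward; luminescence read.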
MBNL1-CUG inh = blocks human MBNL1 binding to CUG repeat RNA; Q9NR56; TR-FRET MBNL1-His/biotin-(CUG)12 binding, 665/545 ratio; Potency, µM (series often up to 57.5 µM), for inactives: top-dose activity change, negative = inhibition, actives largely listed as inhibitors; hit rate 0.036% among 280,000; AID 2675; active = well fitted inhibition curve with a large enough effect in the signal ratio, with a control signal flat, not every such curve was filed as active; inconclusive = small, poorly fitted or top-dose-only effect, or effect the other way, or a change in a side signal; inactive = no such curve, though single readings can be large or run the other way; the % refers to the signal ratio; note: % is set by controls: 0 for no effect and ±100 for the full control effect
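His-tagged MBNL1 binding to biotinylated (CUG)12 RNA was measured by TR-FRET using terbium anti-His antibody (0.055 ng/ul final) and streptavidin-XL665 (5 nM final). Compounds were titrated 92 nM to 58 uM; 60 min at room temperature.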
An asterisk follows results filed as active; ? = inconclusive; · = not tested or not shown; & = joins results of further samples; [ ] = remark or other dose. Unless noted, calls come from the whole dose curve; as a rule, active = well fitted curve in the direction sought with a large enough effect; inconclusive = small, poorly fitted or top-dose-only effect, or another doubt; inactive = no such curve, though single readings can be large; an effect the other way counts as inactive or inconclusive. Potency is the fitted concentration of half-maximal effect. A portion of the library; the hit share may differ from the screen's.

SMILES	Gal4-VP16 FLuc	uPA generation	Rab9 promoter act	p53 reactivator	NPC1 prom act	MLL CXXC-DNA inh	RORgamma inh	ELG1 genotox	BRCA1 expr up	FLuc counter	MBNL1-CUG inh
O=C(CSc1nnc(CNC(=O)c2cccc(C(F)(F)F)c2)o1)NC1CCCC1	-6%	14%	4%	-18%	-1%	-2%	-9%	8%	1%	5%	1%
Cc1ccc(-c2nnn3c2nc(Cl)c2ccccc23)cc1	-14%	-8%	6%	9%	0%	-1%	15%	0%	-40%	?	9%
CCN(CC(=O)NCc1ccc(F)cc1)C(=O)c1ccc(COc2ccccc2)cc1	-2%	1%	?	23%	?	-2%	10%	-1%	0%	17µM*	4%
Cc1cnc(C(=O)N2CCCC(N3CCN(c4ccccc4C)CC3)C2)cn1 (configuration not stated)	-14%	1%	0%	4%	1%	2%	-11%	0%	2%	-1%	-1%
COc1cc2cc(/C=C/C(=O)c3ccco3)c(Cl)nc2cc1OC	7.9µM*	-8%	-6%	7%	-3%	34%[activator]	?	7%	-51%	-5%	8%
C=CCN1C(=O)C(Cc2ccc(SC(F)F)cc2)SC1=Nc1ccc(C(=O)O)cc1 (configuration not stated)	-4%	·	1%	-4%	-7%	9%	?	-2%	-20%	?	-8%
COc1ccc(CC(=O)N2CCN=C2SCc2ccc([N+](=O)[O-])cc2)cc1	14%	-12%	-6%	-2%	-4%	-11%	9%	-8%	-34%	3%	5%
COc1ccc2c(CC(=O)Nc3ncc(C)s3)coc2c1	28%	4%	24%	?	-19%	10%	?	?	65%	?	·
CCOc1ccccc1N=C1NC(=O)CS1	-5%	2%	-8%	-8%	1%	3%	-3%	-1%	1%	8%	-2%
Cc1ccc(NC(=O)CCN2CCCCC2)cc1	-1%	8%	1%	15%	2%	13%	-1%	7%	-2%	1%	2%

Two compounds picked at random from those above:
SMILES	Gal4-VP16 FLuc	uPA generation	Rab9 promoter act	p53 reactivator	NPC1 prom act	MLL CXXC-DNA inh	RORgamma inh	ELG1 genotox	BRCA1 expr up	FLuc counter	MBNL1-CUG inh
Cc1ccc(-c2nnn3c2nc(Cl)c2ccccc23)cc1	-14%	-8%	6%	9%	0%	-1%	15%	0%	-40%	?	9%
Cc1ccc(NC(=O)CCN2CCCCC2)cc1	-1%	8%	1%	15%	2%	13%	-1%	7%	-2%	1%	2%

New compounds follow.
SMILES	Gal4-VP16 FLuc	uPA generation	Rab9 promoter act	p53 reactivator	NPC1 prom act	MLL CXXC-DNA inh	RORgamma inh	ELG1 genotox	BRCA1 expr up	FLuc counter	MBNL1-CUG inh
Cc1ccccc1OCCC(=O)Nc1cccc(S(=O)(=O)Nc2ccccc2Cl)c1	-8%	1%	-6%	-10%	1%	7%	42%	-6%	83%	2%	11%
CC(C(=O)Nc1ccc(F)c(F)c1F)N1CCCCCC1 (configuration not stated)	1%	3%	0%	2%	?	5%	5%	0%	-9%	4%	-2%
Cc1cccc(C(=O)NNC(=O)c2ccc(S(=O)(=O)N3CCOCC3)cc2)c1	-2%	-8%	-2%	-1%	-3%	22%	13%	-1%	15%	2%	-3%
O=C(CCCn1c(=O)[nH]c2cc(Cl)ccc2c1=O)NC1CCCCCCC1	-5%	5%	-6%	1%	0%	6%	13%	-11%	-23%	0%	-3%
CC(C)(C)C1CCC(OCC(O)CN2CCCC2)CC1 (configuration not stated)	-23%	-8%	-2%	25%	3%	0%	1%	-8%	16%	2%	-7%
C#CC[N+]1(CC#Cc2ccccc2)CCOCC1	6%	0%	3%[1.84 µM]	1%	6%	-16%	3%	8%	1%	-12%	-12%
CCN(CC)CCN1C(=O)C(=O)/C(=C(/O)c2c(C)[nH]c(C(=O)OC)c2C)C1c1ccc(OC)cc1 (configuration not stated)	2%	6%	-10%	1%	2%	-6%	17%[10 µM]	1%	3%	-1%	2%
Cc1cc(C)cc(NC(=S)N(CCN(C)C)Cc2cccs2)c1	-12%	0%	1%	-1%	1%	-6%	15%	-1%	-30%	-2%	-7%
NS(=O)(=O)c1ccc(CCNc2nc(CN3CCOCC3)nc3sc4c(c23)CCC4)cc1	-2%	-9%	0%	-10%	-3%	-3%	-26%	1%	-17%	1%	-5%
CC(NC(=O)COc1ccc(Br)cc1)C1CCCO1 (configuration not stated)	12%	-5%	3%	0%	-1%	-13%	-24%	-3%	9%	-1%	-3%

Structural class: the compounds so far containing fluorine.
SMILES	Gal4-VP16 FLuc	uPA generation	Rab9 promoter act	p53 reactivator	NPC1 prom act	MLL CXXC-DNA inh	RORgamma inh	ELG1 genotox	BRCA1 expr up	FLuc counter	MBNL1-CUG inh
O=C(CSc1nnc(CNC(=O)c2cccc(C(F)(F)F)c2)o1)NC1CCCC1	-6%	14%	4%	-18%	-1%	-2%	-9%	8%	1%	5%	1%
CCN(CC(=O)NCc1ccc(F)cc1)C(=O)c1ccc(COc2ccccc2)cc1	-2%	1%	?	23%	?	-2%	10%	-1%	0%	17µM*	4%
C=CCN1C(=O)C(Cc2ccc(SC(F)F)cc2)SC1=Nc1ccc(C(=O)O)cc1 (configuration not stated)	-4%	·	1%	-4%	-7%	9%	?	-2%	-20%	?	-8%
CC(C(=O)Nc1ccc(F)c(F)c1F)N1CCCCCC1 (configuration not stated)	1%	3%	0%	2%	?	5%	5%	0%	-9%	4%	-2%

Further entries:
SMILES	Gal4-VP16 FLuc	uPA generation	Rab9 promoter act	p53 reactivator	NPC1 prom act	MLL CXXC-DNA inh	RORgamma inh	ELG1 genotox	BRCA1 expr up	FLuc counter	MBNL1-CUG inh
CCCCOP(=O)(c1ccc(N(C)C)cc1)C(O)c1cc(OC)c(OC)c(OC)c1 (configuration not stated)	0%	-1%	-5%	0%	0%	-10%	3%	-3%	-12%	0%	-8%
Cc1ccc(-n2c(=O)c3sccc3n(Cc3cc(=O)n4ccccc4n3)c2=O)cc1	-5%	4%	-7%	-16%	-4%	3%	23%	7%	-16%	-2%&1%	?
COc1cccc(-c2ccnc3[nH]n(-c4ccccc4)c(=O)c23)c1	8%	7%	?	13%	20%	-3%	28%	14%	40%&21%	?	6%
Cc1c(NC(=O)C(C)OC(=O)CC2Sc3ccccc3NC2=O)c(=O)n(-c2ccccc2)n1C (configuration not stated)	6%	5%	15%	?	1%	3%	19%	5%	0%[1.84 µM]	?	12%
CCCN(C(=O)c1cn(CC)c2nc(C)ccc2c1=O)c1c(N)n(Cc2ccccc2)c(=O)[nH]c1=O	7%	0%	-3%	1%	-1%	5%	3%	-1%	-8%	-1%	-3%
CC(=O)N1CCN(S(=O)(=O)c2cccc(C(=O)Nc3nccs3)c2)CC1	-9%	11%	-1%	-1%	-3%	-5%	30%	-6%	7%	-1%	-3%
CCCCNC(=S)NNC(=O)c1ccoc1C	14%	1%	4%	1%	-5%	12%	8.9µM*	2%	1%	3%	2%
CCCCCCCCCCCC(=O)NC(Cc1ccc(OC)c([N+](=O)[O-])c1)C(=O)O (configuration not stated)	-7%	-1%	1%	0%	-5%	-1%	19%	2%	-22%	-16%	-9%
CCOc1cc(N2CCOCC2)c(OCC)cc1NC(=O)c1ccc(C)s1	5%	7%	-7%	-5%	-9%	7%	18%	-17%	3%	-2%	-5%
Cc1cc2c(C)nc(N/N=C/c3ccc(F)cc3)nc2o1	?	-6%	22%	2%	11%	1%	-41%	0%	-9%	?	16%
COc1cc(OC)c(N(C)S(=O)(=O)c2cccc(C(=O)OCC(=O)NCc3ccco3)c2)cc1Cl	1%	-17%	2%	-2%	-3%	8%	11%	-4%	-16%	1%	3%
Cc1ccc(-c2nnc(NC(=O)CCS(=O)(=O)c3ccccc3)o2)c(C)c1	·	-3%	0%	-1%	10%	·	·	-3%	5%	-13%	·
CC(C)C(=O)Nc1ccc2c(c1)nc(CCN1CCCCC1)n2C	-2%	-5%	-1%	3%	-1%	13%	14%	0%	-21%	-1%	-2%

3 structures from above, arranged by SMILES length, largest number first:
SMILES	Gal4-VP16 FLuc	uPA generation	Rab9 promoter act	p53 reactivator	NPC1 prom act	MLL CXXC-DNA inh	RORgamma inh	ELG1 genotox	BRCA1 expr up	FLuc counter	MBNL1-CUG inh
CCCN(C(=O)c1cn(CC)c2nc(C)ccc2c1=O)c1c(N)n(Cc2ccccc2)c(=O)[nH]c1=O	7%	0%	-3%	1%	-1%	5%	3%	-1%	-8%	-1%	-3%
Cc1ccc(-n2c(=O)c3sccc3n(Cc3cc(=O)n4ccccc4n3)c2=O)cc1	-5%	4%	-7%	-16%	-4%	3%	23%	7%	-16%	-2%&1%	?
Cc1cc2c(C)nc(N/N=C/c3ccc(F)cc3)nc2o1	?	-6%	22%	2%	11%	1%	-41%	0%	-9%	?	16%
